POLI inh: blocks human DNA polymerase iota activity | Q9UNA4 | Pol iota fluorescent replication assay, 10 min | Potency, µM (doses to about 115 µM), inactives show at the top dose activity, negative = inhibition, most hits filed as inhibitors | 390,000 compounds, 1% hits | AID 588590
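Fluorescent replication assay read twice, at 0 min and 10 min after adding 50 nM (final) substrate. Enzyme (10 nM) and compounds were first incubated 15 min at room temperature; enzyme-free buffer wells were negative controls.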
G9a inh: blocks human histone lysine methyltransferase G9a; Q96KQ7; G9a H3K9 monomethylation, AlphaScreen, 2 h; Potency, µM (doses to about 102 µM), for the others: at the highest dose activity, negative = inhibition, most hits filed as inhibitors; 350,000 compounds, 8.8% hits; AID 504332; note: % is set by controls: 0 for no effect and ±100 for the full control effect; nearly all actives have a fitted effect of over 75% in size
Target sequence (Q96KQ7 913-1193 limits assumed): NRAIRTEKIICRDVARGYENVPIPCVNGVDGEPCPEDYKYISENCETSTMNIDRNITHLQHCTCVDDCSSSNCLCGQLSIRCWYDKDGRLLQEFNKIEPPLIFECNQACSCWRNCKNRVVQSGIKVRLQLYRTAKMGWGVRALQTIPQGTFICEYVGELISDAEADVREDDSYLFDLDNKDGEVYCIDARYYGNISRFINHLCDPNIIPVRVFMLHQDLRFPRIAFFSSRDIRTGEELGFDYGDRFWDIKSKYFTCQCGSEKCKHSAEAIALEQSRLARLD
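Enzyme 20 nM + cpd, 15 min RT; add b-H3K9 pep 500 nM / SAM 20 uM; 2 h RT; anti-H3K9me1 Ab 0.5 ug/mL + SA donor / anti-rabbit acceptor beads 20 ug/mL each, 10 min; AlphaScreen read.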
POLK inh: blocks human DNA polymerase kappa activity. Q9UBT6. purified Pol kappa, fluorescent DNA synthesis assay, 10 min. Potency, µM (doses to about 107 µM), inactives show at the highest dose activity, negative = inhibition, usual class: inhibitors. 400,000 compounds, 0.53% hits. AID 588579; note: % is set by controls: 0 for no effect and ±100 for the full control effect
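Inhibition of 10 nM Pol kappa is measured by a fluorescent read-out at 0 and 10 min following addition of 50 nM substrate (final), with a 15-min room-temperature compound preincubation.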
POLB inh: blocks human DNA polymerase beta activity | Pol beta primer extension/strand displacement, fluorescence kinetic | Potency, µM (top dose mostly 114 µM), inactives show at the top dose activity change, negative = inhibition, usual class: inhibitors | 340,000 compounds, 1.3% hits | AID 485314; note: % is set by controls: 0 for no effect and ±100 for the full control effect
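Enzyme-only controls used 10 nM Pol beta; buffer lacking enzyme served as negative control. Compound preincubated 15 min, then 50 nM substrate added; 0 and 10 min reads at room temperature.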
Pol eta inh: blocks human DNA polymerase eta activity. recombinant Pol eta, fluorescent DNA replication assay. 390,000 compounds, 1.2% hits. Q9Y253. AID 588591. Potency, µM (top dose mostly 114 µM), for the others: at the highest dose activity change, negative = inhibition, usual class: inhibitors; note: % is set by controls: 0 for no effect and ±100 for the full control effect
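Pol eta at 10 nM preincubated with compounds 15 min at room temperature; reaction started with fluorescent substrate (50 nM final) and read kinetically at 0 and 10 min.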
JMJD2A Tudor inh: inhibitors of human JMJD2A Tudor domain. O75164. AlphaScreen JMJD2A-Tudor / H3K4me3 peptide binding. Potency, µM (titrated, usually from 114 µM), without a hit: top-dose activity change, negative = inhibition, most hits filed as inhibitors. 390,000 compounds, 4.4% hits; note: % is set by controls: 0 for no effect and ±100 for the full control effect; nearly all actives have a fitted effect of over 50% in size
BLM helicase inh: inhibitors of human Bloom syndrome helicase BLM; P54132; recombinant BLM DNA unwinding, fluorescence dequenching; Potency, µM (top dose mostly 56.1 µM), without a hit: at the top dose activity change, negative = inhibition, usual class: inhibitors; 350,000 compounds, 0.2% hits; AID 2528;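 note: plate controls were vehicle for no effect and no enzyme for full effect; nearly all actives have a fitted effect of over 35% in size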
BAZ2B inh: inhibitors of human BAZ2B bromodomain; Q9UIF8; AlphaScreen BAZ2B-H3K14Ac peptide displacement; Potency, µM (titrated, usually from 114 µM), for inactives: at the top dose activity change, negative = inhibition, usual class: inhibitors; 360,000 compounds, 4.4% hits; note: % is set by controls: 0 for no effect and ±100 for the full control effect; nearly all actives have a fitted effect of over 60% in size
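BAZ2B 50 nM plus b-H3(5-23)K14Ac 50 nM, PBS pH 7.4/0.01% Tween-20, 30 min RT; compound added (max 110 uM), 30 min RT; streptavidin donor/Ni-chelate acceptor beads 10 ug/mL final, 20 min dark; AlphaScreen read.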
APE1 inh: APE1 (human) endonuclease inhibition; P27695; recombinant APE1, TAMRA/BHQ-2 abasic DNA cleavage fluorescence; Potency, µM (series often up to 65.8 µM), without a hit: at the top dose activity change, negative = inhibition, usual class: inhibitors; 350,000 compounds, 0.35% hits;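 note: plate controls were vehicle for no effect and reference inhibitor for full effect; nearly all actives have a fitted effect of over 55% in size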
Target sequence (P27695 whole entry, looked up): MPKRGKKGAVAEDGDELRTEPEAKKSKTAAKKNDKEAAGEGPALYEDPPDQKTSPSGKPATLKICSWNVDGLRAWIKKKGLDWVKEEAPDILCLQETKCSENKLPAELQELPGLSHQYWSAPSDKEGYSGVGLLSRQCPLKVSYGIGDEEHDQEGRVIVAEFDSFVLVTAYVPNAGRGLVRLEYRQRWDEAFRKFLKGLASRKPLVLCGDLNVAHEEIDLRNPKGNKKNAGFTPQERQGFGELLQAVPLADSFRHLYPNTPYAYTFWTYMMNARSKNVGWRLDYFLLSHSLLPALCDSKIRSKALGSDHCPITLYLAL
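Enzyme (0.75 nM final) and test compound are incubated 15 min at room temperature before adding 50 nM quenched THF abasic-site duplex. Cleavage dequenches TAMRA, followed at 525/598 nm over three reads one minute apart.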
Numbers without * were called inactive; u = inconclusive; x = not tested or not shown; [ ] = remark or other dose. Calls come from the whole dose curve; as a rule, active = well fitted curve in the direction sought with a large enough effect; inconclusive = small, poorly fitted or top-dose-only effect, or another doubt; inactive = no such curve, though single readings can be large; an effect the other way counts as inactive or inconclusive. Potency is the fitted concentration of half-maximal effect.

mol,POLI inh,G9a inh,POLK inh,POLB inh,Pol eta inh,JMJD2A Tudor inh,BLM helicase inh,BAZ2B inh,APE1 inh
CCOc1ccc(-n2c(SCC(=O)NCc3ccccc3)nc3n[nH]c(C)c3c2=N)cc1,u,37.3%[activator][59 µM],-2.2%[60.1 µM],25.1µM*,8.2%,-6.1%,-11.8%,-0.2%,x
CSCC[C@H](NC(=O)[C@@H]1Cc2ccccc2CN1)C(=O)NC[C@H]1CC[C@H](C(=O)O)CC1,5.4%,u,3.2%,-11.0%,-3.0%,-10.0%,3.2%,-14.4%,44.3%
CC1CCCN(CCC(=O)c2ccccc2)C1 (stereo not given),-5.5%,x,-7.5%,x,1.8%,0.7%,x,x,x
O=C(CCN1CCCCC1)Nc1ccc2c(c1)C(=O)c1ccc(NC(=O)CCN3CCCCC3)cc1C2=O,x,u,u,x,x,x,54.3%[activator],x,-9.9%
Cn1cnc([N+](=O)[O-])c1Sc1nc2ccccc2[nH]1,u,-3.1%,-8.4%,5.7%,-3.6%,-9.4%,-2.4%,24.5%,6.2%
FC(F)(F)c1cc(Cl)c2nnc(-c3ccccn3)n2c1,-1.8%,-1.4%,-0.1%,13.6%,3.2%,-13.4%,-1.1%,-1.7%,19.1%
COC(=O)c1ccc(NC(=S)NCCc2ccccc2)cc1,4.5%,7.4%[59 µM],-11.4%,9.0%,-11.0%,-10.9%,-4.9%,0.8%,-7.2%
Cc1nc2c(C)cccc2cc1C(=O)N/N=C/c1cccnc1,8.9%,16.5%[59 µM],-3.2%,10.5%,-13.1%,-10.3%,-0.1%,5.6%,0.9%
Cc1ccc(NC(=O)CSCC(=O)N(C)CCOc2ccc(Cl)cc2)cc1,14.4%,-24.6%,-9.3%,x,-16.9%,-20.3%,x,6.3%,17.4%
CCOc1ccc(NC(=S)Nc2ccc(OC)cc2)cc1,30.4%[activator],0.6%,-3.1%,6.9%,-15.0%,1.4%,-2.7%,-18.5%,-6.8%
COc1cccc(C(=O)/C=C2\NCCc3cc(OC)c(OC)cc32)c1,107.2%[activator],50.1µM*,-15.3%,108.8%,-5.8%,u,-7.9%,u,5.0%
Nc1[nH]c(=O)nc2snnc12,-13.6%,x,-6.9%,x,-17.3%,-4.2%,x,x,x
CN(C)CCCN(CCCN(C)C)C(=S)Nc1ccc(S(=O)(=O)N2CCOCC2)cc1,8.7%,-42.0%,4.1%,-2.0%,3.2%,5.1%,-11.9%,-14.2%,7.9%
CCOC(=O)C1=C(N)OC2=C(C(=O)CCC2)C1c1ccc2c(c1)OCO2 (stereo not given),39.2%[activator],x,-11.9%,x,-5.3%,-27.2%,x,x,x
CC(=O)Nc1ccc(N=Cc2nc(-c3ccc(C)cc3)oc2O)cc1,u,-23.2%[12.7 µM],-9.4%,u,3.6%,-11.4%,-2.6%,7.0%,2.5%
CC(CCCC(C)(C)O)NC(=O)c1ccc(OC2CCN(C(=O)C3CC3)CC2)cc1 (stereo not given),211.1%[activator],-19.5%[59 µM],-0.3%,32.1%,-18.9%,-8.8%,-3.9%,-19.6%,-4.2%
COc1cccc(CNCCO)c1OCc1ccc(Cl)cc1,-5.5%,39.4%[59 µM],-23.0%,8.8%,-18.8%,-11.6%,1.3%,-0.8%,7.3%
Cc1ccc(C2CC(c3ccco3)=NN2S(C)(=O)=O)cc1 (stereo not given),107.6%[activator],-9.0%[59 µM],-1.2%,14.7%,-10.1%,-9.1%,1.5%,-1.9%,9.5%
Cc1cc(C)n2nc(SCc3ccccc3F)nc2n1,26.0%,-17.3%,4.3%,-9.5%,-22.2%,0.7%,-3.6%,-9.4%,5.6%
Cc1ccc(NC(=O)/C(C#N)=C(\N)C(Cl)(Cl)Cl)nc1,262.8%[activator],u,-2.3%,0.3%,44.7µM*,-7.8%[57.1 µM],-5.6%,56.2µM*,3.6%
CC(C)CC(=O)Nc1ccccc1Oc1ccccc1,3.6%,37.8%[59 µM],u,u,-4.7%,6.6%,-1.1%,6.9%,-0.6%
COC(=O)CNC(=O)Cn1c(=O)n(Cc2ccc(F)cc2)c(=O)c2sccc21,-13.5%,x,-6.2%,33.9%,-11.2%,-4.7%,3.0%,22.2%,6.8%
COc1cc(/C=C2\SC(N)=NC2=O)ccc1OCC(=O)Nc1ccccc1C,u,6.0%[59 µM],-34.2%,x,2.1%,-29.0%,x,-26.0%,7.9%
O=C(O)c1cccc(N2C(=O)CSC2=S)c1,u,u,u,-6.1%,-8.9%,-0.7%,-0.2%,-38.3%,13.6%

Of the compounds above, three have an NH in an aromatic ring.
mol,POLI inh,G9a inh,POLK inh,POLB inh,Pol eta inh,JMJD2A Tudor inh,BLM helicase inh,BAZ2B inh,APE1 inh
CCOc1ccc(-n2c(SCC(=O)NCc3ccccc3)nc3n[nH]c(C)c3c2=N)cc1,u,37.3%[activator][59 µM],-2.2%[60.1 µM],25.1µM*,8.2%,-6.1%,-11.8%,-0.2%,x
Cn1cnc([N+](=O)[O-])c1Sc1nc2ccccc2[nH]1,u,-3.1%,-8.4%,5.7%,-3.6%,-9.4%,-2.4%,24.5%,6.2%
Nc1[nH]c(=O)nc2snnc12,-13.6%,x,-6.9%,x,-17.3%,-4.2%,x,x,x

The results go on:
mol,POLI inh,G9a inh,POLK inh,POLB inh,Pol eta inh,JMJD2A Tudor inh,BLM helicase inh,BAZ2B inh,APE1 inh
Cc1ccc(C)c(OCC(=O)N/N=C/c2c(C)nn(-c3ccccc3)c2Cl)c1,x,6.1%[59 µM],x,-2.1%,x,x,-10.4%,1.7%,-2.2%
COc1ccc(C2/C=C\CN([S+](=O)([O-])c3ccc4ccccc4c3)C(C)C(=O)N2Cc2ccc(F)cc2)cc1 (stereo not given),-2.9%,x,-0.3%,x,x,-25.5%,-4.7%,x,-3.7%
COC(=O)c1[nH]c2c(c1C)C(=O)CC(c1ccccc1)C2 (stereo not given),-11.6%,8.4%[12.7 µM],-10.2%,-23.5%,11.4%,-24.4%,-2.7%,-2.0%,-2.6%
COc1ccc(-n2c(SCC(=O)NCC3CCCO3)nc3c(c2=O)SC(C)C3)cc1 (stereo not given),6.9%,x,-15.1%,1.7%,-14.1%,-8.1%,-0.8%,-10.4%,-1.7%
O=C(NCCOc1cccc(Cl)c1Cl)c1cc(-n2cnnc2)ccc1Cl,u,19.7%[2.33 µM],-0.1%,43.1%,2.2%,-16.7%,3.2%,12.2%,-2.8%
CCC(Oc1ccc(F)cc1)C(=O)Nc1nc(-c2ccc(F)cc2)ns1 (stereo not given),1.3%,46.9%[59 µM],-6.4%,4.6%,-7.0%,13.5%,-9.0%,28.6%,x
CCOC(=O)CNC(=O)CSc1nccn1Cc1ccco1,141.3%[activator],21.5%[12.7 µM],-2.8%,6.2%,u,-12.4%,-9.6%,-20.9%,3.6%
CC(=O)C[C@@H](O)CC(=O)[C@H]1OC(=O)CCCCCc2ccccc21,34.0%[activator],x,5.8%,x,-17.9%,-7.2%,x,x,6.1%
NC(=O)c1ccc(NC(=O)COC(=O)CC2Sc3ccccc3NC2=O)cc1 (stereo not given),6.1%,16.0%[12.7 µM],-11.9%,x,-0.2%,-20.3%,x,-5.3%,42.3%[activator]
CC(C)C(NC(=O)CCNC(=O)c1ccc([N+](=O)[O-])cc1)c1nc2ccccc2[nH]1 (stereo not given),22.6%,u,2.9%,x,-18.2%,-3.9%,x,11.2%,26.8%
O=C(Nc1ccc2oc(-c3ccccc3F)nc2c1)c1ccc([N+](=O)[O-])o1,u,u,-6.5%[60.1 µM],11.2µM*,4.1%,-27.4%,-15.9%,-12.0%,2.67µM*
c1ccc(SCCN2CCc3ccccc3C2)cc1,9.4%,39.8µM*,-9.3%,25.4%,-9.4%,25.1µM*,-1.5%,4.8%,1.2%
Cc1ccc(NC(=O)c2cccc(N3C(=O)C4C5CCC(C5)C4C3=O)c2)c(C)c1 (stereo not given),31.0%[activator],13.1%[59 µM],-10.7%,1.3%,-15.9%,-11.0%,0.6%,4.3%,-0.5%
O=C(CSc1ncnc2c1oc1ccccc12)N1CCCc2ccccc21,12.6%,17.3%[59 µM],-5.4%,6.6%,8.6%,20.0%,-0.6%,-1.4%,-3.5%
C/C(=N\NC(=O)CCC(=O)N/N=C(\C)c1ccc(C)o1)c1ccc(C)o1,-4.8%,x,3.8%,x,-10.1%,7.0%,x,x,x
O=CN1N=C(c2ccccc2)CC1c1ccc(Cl)cc1 (stereo not given),-7.5%,-3.8%[59 µM],1.8%,12.2%,-18.1%,-3.4%,0.3%,-3.0%,-18.2%
COc1ccc(OC)c(NC(=S)N2CCN(C/C=C/c3ccccc3)CC2)c1,6.3%,9.9%[12.7 µM],-4.0%,10.0%,-17.0%,-21.4%[57.1 µM],-2.7%,u,6.3%
CCCN(C(=O)CSCc1ccc(Cl)cc1)c1c(N)n(Cc2ccccc2)c(=O)[nH]c1=O,-19.5%,-44.3%,0.7%,x,-12.9%,-8.6%,x,1.0%,4.3%
CN=c1scc(-c2ccc(OC)cc2)n1/N=C(\C)c1cccnc1,146.1%[activator],31.6µM*,-12.6%,3.3%,-17.9%,50.1µM*,-1.9%,31.6µM*,10.1%
C#CCOc1c(Br)cc(/C=N\NC(=O)CN2CCOCC2)cc1OCC,9.1%,-11.4%[59 µM],-11.6%,u,-16.3%,-17.9%,-1.2%,-0.6%,-4.5%
Oc1c(C(c2ccco2)N2CCN(C(c3ccccc3)c3ccccc3)CC2)sc2ncnn12 (stereo not given),-17.6%,17.8µM*,-15.6%,-3.5%,-20.8%,u,-14.0%,u,-6.5%
CC1(C)CC(=O)C(C(=S)Nc2ccccc2)=C(NCCN2CCOCC2)C1,24.4%,22.9%[0.501 µM],-10.6%,-11.3%,8.6%,16.8%,-1.3%,3.7%,-1.3%
COc1ccc(NC(=O)Nc2ccccc2SC)cc1OC,12.2%,x,8.2%,12.8%,-18.3%,-19.6%,-4.4%,-7.1%,16.5%
Cc1ccc(-c2c(C3C4C=CCC(C)C4C(=O)N3Cc3ccccc3)ccc3ccccc23)cc1 (stereo not given),21.2%,x,-2.1%,x,x,-24.8%,-9.2%,x,-0.2%

Screens as filed in PubChem BioAssay.

These rows are one share of the data; rates above refer to the full screens.
